# Compound activity as filed in PubChem BioAssay.
# MEX-5 binding – MEX-5 zinc finger RNA-binding disruptors – biochemical, C. elegans, fluorescence polarization, MLPCN library, primary screen; MEX-5/FITC-TCR2 RNA binding; stronger effect = lower value; AID 1832, 2009; actives 0.38% (n = 300,000); activity score (negative = inhibition of binding), % at 10 µM;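 active = inhibition past about -25% in most replicates, and total fluorescence under double the plate's negative control median, limit read from the data; inconclusive = replicates evenly split on the limit, or fluorescence at least double controls; inactive = too little inhibition in most replicates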;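 note: 0% = DMSO and -100% = 5 µM competing unlabeled TCR2 RNA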
# GLD-1 TGE inh – GLD-1/TGE RNA complex disruptors, primary screen, biochemical, fluorescence polarization; Female germline-specific tumor suppressor gld-1 (Caenorhabditis elegans), Q17339; purified GLD-1 + fluorescein TGE RNA; inhibition, % at 5.96 µM; actives 0.44% (n = 320,000); AID 2280, 2010;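 active = percent inhibition above a per-plate cutoff, the plate mean of test compounds plus 3 SD, cut at about 30% in these data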;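 note: 0% = DMSO wells with GLD-1 and probe and 100% = wells lacking GLD-1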
# CIT2 TOR yeast – modulators of CIT2-GFP expression in yeast, primary screen, S. cerevisiae, GFP fusion, multiplex flow cytometry, MLPCN library. S. cerevisiae CIT2-GFP strain, 3 h; 100 means same as DMSO wells. actives 0.065% (n = 320,000). GFP response vs DMSO, % at 10 µM. AID 2029, 2009;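 active = GFP response relative to DMSO above a set limit, near the screen mean plus 3 SD, cut at about 150% in these data; inconclusive = Fewer than 70 cells measured for a yeast strain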;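 note: ratio of well median GFP fluorescence to mean of DMSO wells on the plate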
# AGP1-GFP MLPCN – modulators of AGP1-GFP expression in yeast TOR pathway, primary screen, cell-based, multiplex flow cytometry, S. cerevisiae, MLPCN library | 3 h; GFP as percent of DMSO wells | GFP response vs DMSO, % at 10 µM | actives 0.02% (n = 320,000);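 active = GFP response relative to DMSO above a set limit, near screen average plus 3 SD, cut at about 150% in these data; inconclusive = fewer than 70 cells counted for the yeast strain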;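 note: median GFP channel fluorescence of the gated AGP1 strain per well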
# MCL1 BIM primary – inhibitors of MCL1 binding to BIM-BH3, primary screen, biochemical, fluorescence polarization; GST-MCL1 / FITC-Bim-BH3 fluorescence polarization; Induced myeloid leukemia cell differentiation protein Mcl-1 (Homo sapiens), Q07820; inhibition, % at 10.9 µM; actives 0.68% (n = 320,000);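 active = inhibition above the mean inhibition of all tested compounds plus 3 SD, set per campaign, cut at about 40% in these data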;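 note: 0% = DMSO wells and 100% = unlabeled Bim-BH3 peptide control; higher means more loss of mP so more displacement of Bim peptide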
# Target sequence (Q07820 whole entry, looked up): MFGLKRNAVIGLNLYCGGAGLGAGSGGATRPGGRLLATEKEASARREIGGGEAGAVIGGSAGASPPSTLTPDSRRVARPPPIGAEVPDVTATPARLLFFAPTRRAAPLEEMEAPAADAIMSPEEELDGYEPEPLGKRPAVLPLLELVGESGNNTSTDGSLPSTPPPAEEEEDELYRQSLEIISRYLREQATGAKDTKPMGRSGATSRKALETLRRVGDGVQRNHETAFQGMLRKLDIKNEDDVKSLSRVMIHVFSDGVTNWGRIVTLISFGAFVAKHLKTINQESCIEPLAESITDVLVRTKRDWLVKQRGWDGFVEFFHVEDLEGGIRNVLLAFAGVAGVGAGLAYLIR
# BCLXL inh – inhibitors of human Bcl-xL, primary screen, biochemical, fluorescence polarization, HTS | Bcl-2-like protein 1 (Homo sapiens), Q07817 | GST-Bcl-xL / FITC-Bim BH3 peptide fluorescence polarization | inhibition, % at 10.9 µM | actives 0.7% (n = 320,000) | AID 2129, 2009;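 active = inhibition above the mean of all tested compounds plus 3 SD, cutoff set per campaign, cut at about 30% in these data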;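 note: 0% = DMSO wells and 100% = unlabeled Bim-BH3 peptide competitor; inhibitors lower millipolarization by displacing the labeled peptide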
# VLA-4 inh – inhibition in human VLA-4 binding assay, primary screen, VLA-4 allosteric modulator project, MLPCN library, flow cytometry, VLA-4 expressing cells; Integrin alpha-4 (Homo sapiens), P13612; AID 2557, 2010; actives 0.2% (n = 330,000); inhibition, % (about 7 µM as worked out from the volumes in the protocol); ligand binding flow cytometry; in the data active = inhibition above about 50%
# GRK2 aptamer HTS – compounds blocking aptamer binding on GRK2 – biochemical, human GRK2, bead flow cytometry, HTS, primary screen; FAM-aptamer displacement from GRK2; inhibition of aptamer binding, % at 10 µM; actives 0.59% (n = 330,000);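 active = inhibition of aptamer binding above 40%, roughly 3 SD of noise, on plates passing a quality check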;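 note: median bead fluorescence of bound FAM aptamer so fluorescent compounds give negative values; no value below 0 was filed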
# Target sequence (P25098 whole entry, looked up): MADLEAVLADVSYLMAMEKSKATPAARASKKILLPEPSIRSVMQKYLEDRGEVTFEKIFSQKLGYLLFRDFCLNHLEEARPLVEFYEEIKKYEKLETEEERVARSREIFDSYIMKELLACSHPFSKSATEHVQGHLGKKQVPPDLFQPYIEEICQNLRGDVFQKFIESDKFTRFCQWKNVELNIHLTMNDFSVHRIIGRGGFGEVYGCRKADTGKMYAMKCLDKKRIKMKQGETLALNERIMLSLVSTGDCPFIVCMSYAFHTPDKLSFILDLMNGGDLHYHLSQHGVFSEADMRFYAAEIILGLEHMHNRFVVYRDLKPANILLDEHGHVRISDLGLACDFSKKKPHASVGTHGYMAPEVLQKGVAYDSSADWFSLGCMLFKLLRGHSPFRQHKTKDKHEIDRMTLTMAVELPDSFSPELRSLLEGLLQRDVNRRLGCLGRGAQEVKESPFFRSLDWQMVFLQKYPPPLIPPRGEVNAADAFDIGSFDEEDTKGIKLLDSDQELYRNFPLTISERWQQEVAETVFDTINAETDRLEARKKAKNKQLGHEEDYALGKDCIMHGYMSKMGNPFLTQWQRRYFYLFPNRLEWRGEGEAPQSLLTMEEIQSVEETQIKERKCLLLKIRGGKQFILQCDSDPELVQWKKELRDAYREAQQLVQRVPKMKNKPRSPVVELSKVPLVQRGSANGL
# Yeast superoxide – reduction of superoxide in aged yeast, primary screen, HTS; S. cerevisiae aged cells, superoxide DHE fluorescence; stronger effect = lower value; superoxide response (% of plate mean), % at 10 µM; actives 0.18% (n = 330,000); AID 2690, 2010;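 active = superoxide response under a set limit, about three screen SD below normal, cut at about 65% in these data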;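 note: yeast aged for seven days with compound at 30 °C before DHE staining; 100% = average MFI of all compound-treated wells on the plate with controls excluded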
# Active calls of the source: *; i = inactive; ? = inconclusive; . = not tested or not shown; [ ] = dose if it differs, or a comment.
SMILES,MEX-5 binding,GLD-1 TGE inh,CIT2 TOR yeast,AGP1-GFP MLPCN,MCL1 BIM primary,BCLXL inh,VLA-4 inh,GRK2 aptamer HTS,Yeast superoxide
Cc1ccc(C(C)C)c(OCC(=O)Nn2c(C)nc3ccccc3c2=O)c1,2.3,-7,95,109,-2,1,19,2,109
Cc1ccc(C(=O)Nc2ncc(Cc3ccccc3)s2)o1,-3.0,9,?,19[may fluoresce violet],6,3,1,1,96
O=C(CN1C(=O)NC2(CCCCC2)C1=O)Nc1cccc(S(=O)(=O)N2CCOCC2)c1,1.5,4,111,109,-16,1,-4,0,96
CCCCN(CCCC)C(=S)NC(=O)c1ccccc1Cl,-0.7,-5,91,94,4,4,-3,0,115
O=C(COC(=O)C1CCN(S(=O)(=O)c2cccc3cccnc23)CC1)c1ccc([N+](=O)[O-])cc1,-0.9,9,88,91,8,4,10,0,83
COc1cccc(CC(=O)Nc2ccc(S(=O)(=O)Nc3nc(C)cc(C)n3)cc2)c1,-2.5,-6,95,100,-5,-4,8,0,92
CN(C)c1nc2ncn(Cc3ccccc3)c2c(=O)[nH]1,-0.3,2,105,98,-1,3,3,2,95
O=C(CCC(=O)OCC(=O)c1ccc(-c2ccccc2)cc1)Nc1cccc2cccnc12,-0.2,2,102,96,-8,2,16,0,101
CCn1c(C)nc2cc(C(=O)OC(C(F)(F)C(F)F)C(F)(F)C(F)F)ccc21,1.2,1,102,98,2,6,-13,1,115
CN1CCN(C(CNC(=O)C(=O)Nc2ccc3c(c2)OCO3)c2ccc(F)cc2)CC1 (centres undefined),1.1,12,98,100,-5,2,1,0,96
COc1ccc(NC(=O)c2c(NC(=O)CCC(=O)O)sc3c2CCCCC3)cc1,2.6,8,105,102,4,2,6,0,104
CC1=CS(=O)(=O)CC1Sc1nc2ccccc2[nH]1 (centres undefined),-0.3,6,105,105,-9,-1,13,5,100
CCOc1ccc(OCC)c(Nc2cc(C)nc3nc(C)nn23)c1,-2.0,6,94,102,7,2,-3,0,98
O=c1c2ccccc2nc(/C=C/c2ccc(Br)cc2)n1CCO,-1.0,-2,.,.,4,-1,-4,0,111
CN(C(=O)COc1ccc2ccc(=O)oc2c1)C1CCS(=O)(=O)C1 (centres undefined),2.4,-7,98,78,-2,2,-12,0,84
COc1ccc([N+](=O)[O-])cc1N(CC(=O)NCCC1=CCCCC1)S(C)(=O)=O,3.7,1,97,98,3,3,13,0,102
O=C1C2C(C(=O)N1c1ccncc1)C1C=CC2C12CC2 (centres undefined),-0.1,10,93,92,-1,4,-2,0,103
CCc1cc(=O)oc2cc(C)cc(OCC(=O)N[C@@H](CSCc3ccccc3)C(=O)O)c12,-3.1,4,96,99,-1,3,-4,2,115
CC1CC(NC(=O)c2c(O)nc3sccn3c2=O)CC(C)(C)C1 (centres undefined),2.8,3,83,83,5,4,-7,0,102
O=C(COC(=O)C1C2CC3OC(=O)C1C3C2)Nc1ccccc1 (centres undefined),-0.9,1,98,95,11,6,-5,5,89
COc1ccccc1NCC(=O)c1ccc(Cl)cc1,1.7,0,105,106,0,4,-10,4,82
Cc1ccc2nc3sc(C(=O)NCc4ccco4)c(N)c3cc2c1,-0.6,4,100,95,11,17,-8,0,108
COc1cc2c(cc1NC(=O)c1cccnc1)oc1ccccc12,-5.6,6,86,95,8,8,7,1,89
OCCNc1nc(Nc2ccc(Cl)cc2)nc(N2CCCC2)n1,2.8,-3,110,99,5,0,-10,1,108
COc1ccccc1CNC(=O)COC(=O)c1cc(=O)c2ccccc2o1,.,3,80,76,.,.,-6,1,108
# Following part
SMILES,MEX-5 binding,GLD-1 TGE inh,CIT2 TOR yeast,AGP1-GFP MLPCN,MCL1 BIM primary,BCLXL inh,VLA-4 inh,GRK2 aptamer HTS,Yeast superoxide
Cc1cccc(-c2ocnc2C(=O)Nc2ccccc2C(=O)N2CCCC2)c1,1.2,0,99,100,1,5,2,0,113
COC(=O)CN(c1ccccn1)S(=O)(=O)c1ccccc1,0.2,4,102,106,4,5,-31,0,92
O=C(CCc1nnc(CCCc2ccccc2)o1)NCCN1CCOC1=O,-2.7,11,100,99,5,25,-15,0,101
COC(=O)n1ccc(C(=O)Nc2ccccc2F)n1,-2.0,-2,104,100,3,2,-1,0,111
COc1ccc(C2(C)NC(=O)NC2=O)cc1OC (centres undefined),1.7,2,105,86,1,6,8,0,100
CC(C)(C)c1ccc(/C=C/C(=O)N2CCc3ccccc3C2)cc1,-1.7,2,98,94,1,3,15,1,i
COC(=O)CCn1nc(-c2ccc(Cl)cc2)c2ccccc2c1=O,0.9,2,95,87,10,5,9,0,106
COc1ccc(C(=O)CN2C(=O)NC(C)(c3ccc(C)cc3)C2=O)cc1OC (centres undefined),1.2,3,99,98,0,-1,1,0,101
COCOc1cc(O)c(C(=O)/C=C/c2ccccc2)c(OCOC)c1,-0.1,6,100,98,5,2,29,2,90
Cc1ccc(CNc2oc(-c3cccs3)nc2C#N)cc1,-0.8,-2,.,84,1,2,-1,0,94
CCOc1ccc(CNC(=O)c2ccc3c(c2)N(CC)CCS3)cc1,-0.8,4,97,95,11,4,0,0,114
Cc1cc(C)c(C(=O)COC(=O)c2ccc([N+](=O)[O-])o2)cc1C,1.8,8,65,97,3,-2,0,0,108
Cc1c(Cc2ccccc2)c(=O)oc2c(C)c(OC(C)C(=O)N[C@@H](Cc3ccccc3)C(=O)O)ccc12 (some centres undefined),-5.2,3,91,97,12,9,29,2,108
COCC(=O)Nc1sc2c(c1C(=O)OC)CCC(C)C2 (centres undefined),-0.4,-2,103,101,2,6,5,2,93
COc1cccc(N2CCN(CC(=O)c3c[nH]c4ccc(OC)cc34)CC2C)c1 (centres undefined),-2.3,6,103,93,4,-6,-7,0,96
CC(C)CN(C(=O)CN(C)CC(=O)Nc1ccccc1C#N)c1c(N)n(CC(C)C)c(=O)[nH]c1=O,.,6,93,97,.,.,16,0,91
CCCNS(=O)(=O)c1ccc(OCC(=O)N(C)Cc2ccccc2)cc1,1.2,-6,101,111,-14,-14,-6,6,60*
COc1ccc(NC(=S)N(CCCN2CCCCCC2)Cc2cccs2)cc1,2.5,5,100,98,1,1,4,0,88
Cc1ccc2scc(CN3CCCC3)c2c1,3.0,-2,115,105,-2,3,19,0,86
O=C(Nc1ccc(-c2nnc3n2CCCCC3)cc1)c1ccco1,3.1,-1,99,101,0,1,-1,1,100
CCOc1cc(C(=O)NCc2nnc(SCC(=O)OC)n2C)cc(OCC)c1OCC,0.7,0,96,107,3,3,-7,4,108
COC(=O)c1ccc(COc2ccccc2/C=N/NC(=O)c2cccnc2)cc1,1.4,-8,86,88,2,3,2,4,108
COc1cccc2c(Nc3ccccc3C)cc(C)nc12,1.8,-2,105,97,2,2,-14,0,102
COc1ccc(NC(=O)CCCn2cnc3ccccc3c2=O)cc1,0.5,-2,116,110,1,-2,-3,3,100
Cc1cc(=O)cc(C)n1-c1ccc(Br)cc1,2.0,88*,92,91,-5,-4,21,1,104
# (cont.)
SMILES,MEX-5 binding,GLD-1 TGE inh,CIT2 TOR yeast,AGP1-GFP MLPCN,MCL1 BIM primary,BCLXL inh,VLA-4 inh,GRK2 aptamer HTS,Yeast superoxide
CCn1c(SCC(N)=O)nnc1-c1ccc(S(=O)(=O)N2CCN(C)CC2)cc1,0.3,1,105,105,-3,-3,-11,0,86
O=C(COC(=O)CSc1cc(Cl)ccc1Cl)Nc1ncc(C(F)(F)F)cc1Cl,1.4,12,106,101,-6,1,7,0,108
O=C(CSC1=NCCS1)Nc1nc2c(s1)CCCC2,1.1,3,102,112,7,0,10,4,97
CC(NC(=S)Nc1c(Br)cccc1OC(F)F)C(C)(C)C (centres undefined),0.7,-6,112,108,6,3,2,0,100
C=CCN(c1ccccc1OC)S(=O)(=O)c1cccc(C(=O)OCC(=O)N2CCOCC2)c1,.,-1,104,101,.,.,-8,2,99
CC(Cc1cccs1)N(Cc1ccc(Cl)cc1)C(=O)c1ccncc1 (centres undefined),0.4,4,93,89,18,7,3,2,96
O=C(Nc1ccc(SC(F)F)cc1)C1=COCCO1,2.8,6,88,95,3,2,-13,0,94
CCCCN(C(=O)C1CCC1)c1c(N)n(Cc2ccccc2)c(=O)[nH]c1=O,.,0,101,104,-2,4,9,0,90
CCCCCCNS(=O)(=O)c1ccc(Cl)s1,-0.9,-9,89,94,0,4,0,0,94
Cc1ccc(/C=C/C(=O)O)cc1S(=O)(=O)Nc1ccc2c(c1)OCO2,-1.4,1,90,98,-1,2,5,1,100
COc1cc(OC)cc(C(=O)NNC(=O)CCNS(=O)(=O)c2ccc(Br)cc2)c1,.,1,92,91,.,.,-1,3,120
O=C(Nc1ccnn1C1CCN(CC2CC=CCC2)CC1)c1ccccc1Cl (centres undefined),-1.3,2,101,103,2,3,2,1,104
CN1CCN(S(=O)(=O)c2ccc(Oc3cccc(C(F)(F)F)c3)nc2)CC1,-0.9,4,97,110,-3,-2,8,1,100
Cc1ccc(S(=O)(=O)NCC(=O)N/N=C/c2ccc(Cl)cc2)cc1,-0.6,2,92,95,-1,2,11,1,97
Clc1ccc2nc3c4ccccc4cnn3c2c1,-0.9,9,103,91,5,3,-3,4,104
COc1cccc(NC(=O)CN2C(=O)NC3(CCc4ccccc43)C2=O)c1 (centres undefined),.,4,90,93,0,-3,-1,0,108
COc1ccc(C(=O)OCC(=O)NC23CC4CC(CC(C4)C2)C3)c(OC)c1OC,.,-4,108,112,4,4,-3,0,105
c1cc2c(cc1-c1csc(NNC3=NCCCCC3)n1)OCCO2,-2.2,0,102,103,5,18,5,5,123
Cn1c(SCc2nc3cc(C(=O)O)ccc3c(=O)[nH]2)nnc1C(F)(F)F,.,4,96,104,0,-9,4,2,104
COCc1cc(C)nc(SCC(=O)Nc2ccc3[nH]c(=O)[nH]c3c2)c1C#N,-1.9,-6,113,94,0,2,11,0,106
O=CN1CCN(C(C(=O)NC2CCCCC2)c2ccc(Cl)cc2)CC1 (centres undefined),-0.3,-6,87,108,-3,0,-3,0,67
COc1cccc(OCCn2cc(/C=N/NC(=O)c3ccncc3)c3ccccc32)c1,.,-9,?,18[may fluoresce violet],-2,-1,-1,0,94
CCCN1C(=O)C(=O)c2cc(Cl)ccc21,.,5,90,94,.,.,-1,6,96
CC(=O)Nc1ccc(S(=O)(=O)N[C@@H](C)C(=O)OCC(=O)NC2CCCC2)cc1,.,1,99,100,3,5,-11,0,103
Cc1ccc(NC(=S)c2nc3ccccc3[nH]2)cc1,-2.0,11,98,91,10,5,8,4,114
CC(=O)N1CCC(N(CCN2CCOCC2)C(=S)Nc2cccc(C)c2)CC1,.,2,98,94,9,5,-5,2,106
COc1ccccc1N1CCN(Cc2cc3c(cc2[N+](=O)[O-])OCO3)CC1,2.4,4,104,103,11,5,-7,2,98

# Rows are unselected; 2.1% or so of the library scored in one or more.
